STEP block: STEP (human) phosphatase inhibition; P54829; recombinant STEP, OMFP fluorogenic substrate, fluorescence; inhibition, % at 20 µM; 0.25% of 360,000 active; AID 588621;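 active = inhibition at 20 µM, scaled per plate between control wells, above about 37%, limit read from the data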;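 also: 0% = DMSO with enzyme and substrate and 100% = substrate only without enzyme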
Target sequence (P54829 whole entry, looked up): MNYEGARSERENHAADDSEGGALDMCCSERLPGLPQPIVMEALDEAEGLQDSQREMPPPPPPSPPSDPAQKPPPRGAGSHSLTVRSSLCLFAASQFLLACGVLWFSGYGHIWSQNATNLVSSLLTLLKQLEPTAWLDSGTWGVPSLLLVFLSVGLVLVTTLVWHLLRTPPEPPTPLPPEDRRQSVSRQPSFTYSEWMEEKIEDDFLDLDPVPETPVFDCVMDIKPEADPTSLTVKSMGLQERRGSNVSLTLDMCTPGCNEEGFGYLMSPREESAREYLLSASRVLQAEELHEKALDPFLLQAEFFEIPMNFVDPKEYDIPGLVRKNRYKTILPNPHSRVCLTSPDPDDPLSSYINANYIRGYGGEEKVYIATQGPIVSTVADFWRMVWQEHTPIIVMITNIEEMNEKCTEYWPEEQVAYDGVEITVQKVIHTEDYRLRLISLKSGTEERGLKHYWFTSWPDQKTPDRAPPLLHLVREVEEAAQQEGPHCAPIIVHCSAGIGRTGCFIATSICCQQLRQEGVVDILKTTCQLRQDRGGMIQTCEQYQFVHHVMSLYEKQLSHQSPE
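Assay system: isolated STEP enzyme / Timing: 20 min at room temperature, dark / Doses: 20 µM, 1% DMSO / Technique: fluorescence intensity, excitation 480 nm, emission 540 nm / Reagent: fluorogenic phosphatase substrate OMFP at 25 µM final / Measure: percent inhibition scaled to no-enzyme and uninhibited-enzyme controls, plate-pattern corrected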
CSN deneddyl inh: CSN deneddylation inhibition; Q92905; Purified CSN, SCF-Nedd8-OG deneddylation, fluorescence polarization; inhibition, % at 12.5 µM; 0.38% of 360,000 active; AID 651999;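 active = pattern-corrected inhibition above about 35%, with an unprinted fluorescence ratio check between 0.5 and 1.5, limit read from the data, passing the limit was not always enough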;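 also: 0% = enzyme with substrate and 100% = substrate without enzyme; some results filed as inactive read as strong as hits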
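Assay system: HEK293T-derived human Csn5 enzyme; quantity: 0.24 nM enzyme; medium: Tris/NaCl/DTT buffer, pH 7.5; also added: substrate SCFSkp2-Nedd8OG, 10 nM; doses: 12.5 µM compound; schedule: 90 min reaction at room temperature; signal: FP; read-out: % inhibition of substrate cleavage by Csn5; benchmarks: substrate-only high control, full reaction low control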
DNMT1 block: blocks human DNA methyltransferase DNMT1; P26358; DNMT1 molecular beacon, Hinp1I cleavage, fluorescence; inhibition (reported as % activation of signal), % at 10 µM; 0.83% of 360,000 active; AID 588458; in the data active = inhibition above about 50%
Tb MetRS inh: blocks T. brucei methionyl-tRNA synthetase activity; purified T. brucei MetRS, ATP depletion, Kinase-Glo luminescence; inhibition, % at 11.9 µM; 0.4% of 360,000 active;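 active = inhibition above a per-plate cutoff of the control wells' mean inhibition plus 3 SD, cut at about 5.5% in these data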;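 also: 0% = DMSO wells median and 100% = median of wells with control inhibitor compound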
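Assay system: T. brucei methionyl-tRNA synthetase, purified | Medium: HEPES buffer with MgCl2, KCl, DTT, spermine, BSA, pyrophosphatase | Compound: 11.9 µM single point | Incubation: 15 min enzyme-compound preincubation, 2 h reaction, 10 min detection, 25 °C | Measured by: Kinase-Glo luciferase luminescence reporting remaining unconsumed ATP | Measure: % inhibition normalized to control-well medians | Replication: Singlicate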
Rpn11 block: inhibitors of human proteasome Rpn11 | 0.59% of 360,000 active | human 26S proteasome, Ub4-pepOG fluorescence polarization; 20S core pre-blocked with epoxomicin | calls only at 20 µM | AID 588493 | O00487;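 active = inhibition at 20 µM, scaled to each plate's controls, above about 33%, limit read from the data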
Target sequence (O00487 whole entry, looked up): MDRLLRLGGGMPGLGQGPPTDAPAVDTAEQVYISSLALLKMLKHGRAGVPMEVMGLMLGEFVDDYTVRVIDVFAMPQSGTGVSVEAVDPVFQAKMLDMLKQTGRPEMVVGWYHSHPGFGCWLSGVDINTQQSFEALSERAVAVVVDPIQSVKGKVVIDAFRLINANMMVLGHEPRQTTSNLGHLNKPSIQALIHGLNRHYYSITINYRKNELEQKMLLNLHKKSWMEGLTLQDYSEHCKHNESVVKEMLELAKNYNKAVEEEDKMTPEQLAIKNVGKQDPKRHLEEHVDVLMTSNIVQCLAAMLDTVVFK
SUMO1-SIM PPI: alters human SUMO1 binding to SIM partners; AID 602429; SUMO1 binding to a labelled peptide, TR-FRET, 1 h; inhibition, % at 20 µM; 0.33% of 360,000 active; in the data active = inhibition above about 37%
Target sequence (P63165 whole entry, looked up): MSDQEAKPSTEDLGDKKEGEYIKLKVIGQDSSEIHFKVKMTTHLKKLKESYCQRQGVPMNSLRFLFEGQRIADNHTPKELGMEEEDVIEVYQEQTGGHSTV
Scp1 inh: inhibitors of human Scp-1 phosphatase. Recombinant Scp1, phosphopeptide, malachite green phosphate absorbance. inhibition, % at 20 µM. Q9GZU7. 0.88% of 340,000 active;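 active = inhibition above about 50% at 20 µM, limit read from the data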;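 also: plate controls were DMSO wells with enzyme for no effect and wells lacking enzyme for full effect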
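Assay system: SCP-1 catalytic fragment, aa 76-261 | Buffer or medium: Tris acetate buffer pH 5.5 with MgCl2 and Tween-20 | Compound: One concentration, 20 µM, with 1.0% DMSO | Also added: Phospho 17-mer peptide substrate | Signal: Absorbance at 630 nm | Incubation: 45 min enzyme reaction at room temperature | Measure: % inhibition of SCP-1 phosphate liberation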
LMPTP block: blocks human LMPTP phosphatase; recombinant LMPTP-A, OMFP fluorogenic substrate, fluorescence intensity; inhibition, % at 20 µM; 0.22% of 360,000 active; AID 651560;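 active = compounds that cut the enzyme signal by at least half of the control window in the single-dose screen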;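 also: plate controls were DMSO wells with enzyme plus substrate for no effect and substrate without enzyme for full effect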
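Test system: LMPTP-A phosphatase enzyme. Amount: LMPTP-A at 0.625 nM final in the reaction. Reagent: OMFP substrate, 400 µM final. Times: 50 min at room temperature. Signal: endpoint fluorescence intensity from OMFP dephosphorylation. Read-out basis: % inhibition. Benchmarks: no-enzyme and uninhibited controls.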
PABP1 MLLE inh: inhibitors of microRNA-mediated deadenylation, human PABP1 MLLE binding. P11940. GST-MLLE / FITC-PAM2 fluorescence polarization. inhibition, % at 20 µM. 0.36% of 360,000 active. AID 588489; in the data active = inhibition above about 35%, passing the limit was not always enough;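 also: plate controls were DMSO wells with GST-MLLE for no effect and wells lacking GST-MLLE protein for full effect; some results filed as inactive read as strong as hits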
NadD block: inhibitors of Staphylococcus aureus NadD; purified NadD enzyme, colorimetric absorbance read-out; inhibition, % at 20 µM; 0.78% of 360,000 active; in the data active = inhibition above about 26%; also: some compounds past the cut are filed as inactive
Starred values were filed as active, the others as inactive. Outcome played no part in choosing rows; about 3.6% have a hit in one of these screens.

Screening CCNc1nc(N2CCOCC2)nc(N(c2ccccc2)c2ccccc2)n1 returned STEP block 1, CSN deneddyl inh 3, DNMT1 block 13, Tb MetRS inh -0.6, Rpn11 block inactive, SUMO1-SIM PPI -2, Scp1 inh 5, LMPTP block -0.1, PABP1 MLLE inh 9 and NadD block 2.
CCS(=O)(=O)N1Cc2ccccc2CC1C(=O)Nc1cccc(C)c1 (stereo not drawn) was read as STEP block -2, CSN deneddyl inh 0, DNMT1 block -4, Tb MetRS inh -1.0, Rpn11 block inactive, SUMO1-SIM PPI -1, Scp1 inh -1, LMPTP block 0.4, PABP1 MLLE inh -8 and NadD block 2.
`CC(C)(C)C(=O)Nc1ccc(S(=O)(=O)Nc2ccccn2)cc1` gave STEP block 3, CSN deneddyl inh -8, DNMT1 block 0, Tb MetRS inh 0.3, Rpn11 block inactive, SUMO1-SIM PPI -2, Scp1 inh 5, LMPTP block 0.2, PABP1 MLLE inh -8 and NadD block -1.
For CC(C)(C)NC(=O)NC(=O)COC(=O)C1=COCCO1 the results were STEP block 1, CSN deneddyl inh 2, DNMT1 block 1, Tb MetRS inh -1.2, Rpn11 block inactive, SUMO1-SIM PPI 0, Scp1 inh 0, LMPTP block -1.3, PABP1 MLLE inh -6 and NadD block 3.
Screening O=C(Nc1ccccc1)c1ccccc1OCC(O)CN1C(=O)c2ccccc2S1(=O)=O (stereo not drawn) returned STEP block -1, CSN deneddyl inh 2, DNMT1 block -7, Tb MetRS inh -0.6, Rpn11 block inactive, SUMO1-SIM PPI -3, Scp1 inh -16, LMPTP block 1.5, PABP1 MLLE inh -7 and NadD block -2.
For CC(=O)Nc1c(C(=O)N2CCCCCC2)cnn1-c1ccccc1Cl the results were STEP block 0, CSN deneddyl inh 5, DNMT1 block -2, Tb MetRS inh 0.0, Rpn11 block inactive, SUMO1-SIM PPI 3, Scp1 inh -8, LMPTP block -1.9, PABP1 MLLE inh 1 and NadD block 2.
`COCCCNC(=O)Cn1nnc(-c2ccc(NC(=O)c3ccccc3OC)cc2)n1` gave STEP block 1, CSN deneddyl inh -1, DNMT1 block -1, Tb MetRS inh -0.1, Rpn11 block inactive, SUMO1-SIM PPI -1, Scp1 inh -4, LMPTP block -0.1, PABP1 MLLE inh -9 and NadD block 2.
For Fc1ccccc1NC(=S)N(CCN1CCCCCC1)Cc1cccs1 the results were STEP block 0, CSN deneddyl inh 2, DNMT1 block 0, Tb MetRS inh -0.3, Rpn11 block inactive, SUMO1-SIM PPI -1, Scp1 inh -2, LMPTP block -0.8, PABP1 MLLE inh -40 and NadD block -1.
`O=C1Nc2ccccc2SC(c2ccccc2)C1O` (stereo not drawn) gave STEP block -3, CSN deneddyl inh 10, DNMT1 block 99*, Tb MetRS inh -0.8, Rpn11 block inactive, SUMO1-SIM PPI 5, Scp1 inh 74*, LMPTP block 20, PABP1 MLLE inh -3 and NadD block 3.
Screening Cc1ccc2nc3c(cc(C(=O)NCCc4ccccc4)c(=N)n3CC3CCCO3)c(=O)n2c1 (stereo not drawn) returned STEP block -1, CSN deneddyl inh 4, DNMT1 block 5, Tb MetRS inh -0.4, Rpn11 block inactive, SUMO1-SIM PPI -27, Scp1 inh 2, LMPTP block 1.1, PABP1 MLLE inh -1 and NadD block 4.
For CCOC(=O)C1CCCN(Cc2ccccc2Cl)C1 (stereo not drawn) the results were STEP block -2, CSN deneddyl inh 4, DNMT1 block 2, Tb MetRS inh -0.8, Rpn11 block inactive, SUMO1-SIM PPI -4, Scp1 inh -8, LMPTP block -0.1, PABP1 MLLE inh 8 and NadD block -2.
Screening Cc1ccc(S(=O)(=O)N2CCOCC2)cc1C(=O)NCc1ccc(F)cc1 returned STEP block 0, CSN deneddyl inh 0, DNMT1 block -4, Tb MetRS inh -0.7, Rpn11 block inactive, SUMO1-SIM PPI 2, Scp1 inh -4, LMPTP block -0.4, PABP1 MLLE inh -4 and NadD block -1.
CC(=O)c1ccc(OC(=O)CCc2nc3ccccc3s2)cc1 was read as STEP block -1, CSN deneddyl inh -4, DNMT1 block 12, Tb MetRS inh -1.2, Rpn11 block inactive, SUMO1-SIM PPI 3, Scp1 inh -4, LMPTP block 4.5, PABP1 MLLE inh 18 and NadD block 1.
CCOC(=O)N1CCN(C(=O)c2cccc(NS(=O)(=O)c3ccc(F)c(F)c3)c2)CC1 was read as STEP block 0, CSN deneddyl inh 0, DNMT1 block -3, Tb MetRS inh -0.1, Rpn11 block inactive, SUMO1-SIM PPI 2, Scp1 inh -3, LMPTP block -1.8, PABP1 MLLE inh -4 and NadD block 1.
CC1CC(C)CN(S(=O)(=O)c2ccc(C(=O)NN3CCOCC3)cc2)C1 (stereo not drawn) was read as STEP block 0, CSN deneddyl inh -1, DNMT1 block 1, Tb MetRS inh -0.2, Rpn11 block inactive, SUMO1-SIM PPI -4, Scp1 inh 1, LMPTP block 0.1, PABP1 MLLE inh 10 and NadD block 0.
COc1ccc(CCNC(=O)CCc2ccc(S(=O)(=O)NC(C)C)cc2)cc1OC was read as STEP block -4, CSN deneddyl inh -2, DNMT1 block 2, Tb MetRS inh 1.0, Rpn11 block inactive, SUMO1-SIM PPI 1, Scp1 inh -11, LMPTP block -0.1, PABP1 MLLE inh 6 and NadD block -4.
`c1cncc(CSc2nnc3ccc(-c4ccncc4)nn23)c1` gave STEP block -2, CSN deneddyl inh -4, DNMT1 block 3, Tb MetRS inh -0.8, Rpn11 block inactive, SUMO1-SIM PPI -19, Scp1 inh -9, LMPTP block -0.1, PABP1 MLLE inh 8 and NadD block 0.
Screening C#CCn1c(=O)cc(C)c2ccccc21 returned STEP block -2, CSN deneddyl inh -6, DNMT1 block 0, Tb MetRS inh -0.5, Rpn11 block inactive, SUMO1-SIM PPI 3, Scp1 inh -6, LMPTP block -0.4, PABP1 MLLE inh 0 and NadD block -3.
COc1ccc(NC(=O)c2nc3nccc(C)n3n2)cc1S(=O)(=O)N1CCOCC1 was read as STEP block 2, CSN deneddyl inh -3, DNMT1 block -4, Tb MetRS inh -0.1, Rpn11 block inactive, SUMO1-SIM PPI 8, Scp1 inh 1, LMPTP block -0.5, PABP1 MLLE inh -22 and NadD block 0.
For O=C(O)c1nn(CC(=O)N2CCC(Cc3ccccc3)CC2)c(=O)c2ccccc12 the results were STEP block 0, CSN deneddyl inh 0, DNMT1 block 1, Tb MetRS inh -0.1, Rpn11 block inactive, SUMO1-SIM PPI -9, Scp1 inh -3, LMPTP block 0.2, PABP1 MLLE inh 7 and NadD block 3.
For CC1(C)Cn2c(nnc2-c2cccc(O)c2)S1 the results were STEP block 2, CSN deneddyl inh 4, DNMT1 block 3, Tb MetRS inh 1.1, Rpn11 block inactive, SUMO1-SIM PPI -2, Scp1 inh 0, LMPTP block -0.9, PABP1 MLLE inh -44 and NadD block -1.
Cc1ccc(NC(=O)N2CCCC2)cc1Cl was read as STEP block -1, CSN deneddyl inh -3, DNMT1 block 3, Tb MetRS inh -1.8, Rpn11 block inactive, SUMO1-SIM PPI 0, Scp1 inh 3, LMPTP block -0.7, PABP1 MLLE inh -11 and NadD block 0.
For C[C@H](CO)N1C[C@H](C)[C@H](CN(C)S(=O)(=O)c2ccccc2C#N)OCc2cnnn2CCCC1=O the results were STEP block -4, CSN deneddyl inh -3, DNMT1 block 11, Tb MetRS inh 0.8, Rpn11 block inactive, SUMO1-SIM PPI 4, LMPTP block -2.2, PABP1 MLLE inh 6 and NadD block 0.
Screening CCS(=O)(=O)N1CCN(S(=O)(=O)c2ccc(F)cc2)CC1 returned STEP block 2, CSN deneddyl inh -6, DNMT1 block 1, Tb MetRS inh -0.7, Rpn11 block inactive, SUMO1-SIM PPI -3, Scp1 inh 1, LMPTP block -1.4, PABP1 MLLE inh -4 and NadD block -5.
COc1cc(F)cc(C2=CC(=O)C[C@H](c3ccc(F)cc3)C2)c1 was read as STEP block -2, CSN deneddyl inh 6, DNMT1 block -2, Tb MetRS inh -0.1, Rpn11 block inactive, SUMO1-SIM PPI -14, Scp1 inh -3, LMPTP block 1.9, PABP1 MLLE inh -7 and NadD block -1.
C[C@@]12C(=O)N(c3cccc(F)c3)C(=O)N1[C@@H]1c3ccccc3OC[C@@H]1[C@H]2c1ccccc1 was read as STEP block 1, CSN deneddyl inh 0, DNMT1 block 0, Tb MetRS inh 0.3, Rpn11 block inactive, SUMO1-SIM PPI 1, Scp1 inh -14, LMPTP block 1.9, PABP1 MLLE inh 8 and NadD block -13.
Screening O=C(O)CSc1nc2c(cnn2-c2ccccc2)c(=O)n1-c1ccc(Br)cc1 returned STEP block 1, CSN deneddyl inh -6, DNMT1 block 4, Tb MetRS inh 0.9, Rpn11 block inactive, SUMO1-SIM PPI 10, Scp1 inh -9, LMPTP block -1.5, PABP1 MLLE inh 14 and NadD block -2.
For CCn1c(=O)c(CCC(=O)N2CCN(c3ccccn3)CC2)c(C)c2c(C)nn(-c3ccccc3)c21 the results were STEP block 1, CSN deneddyl inh -2, DNMT1 block -4, Tb MetRS inh -0.6, Rpn11 block inactive, SUMO1-SIM PPI 6, Scp1 inh 1, LMPTP block 5.7, PABP1 MLLE inh -12 and NadD block 6.
CC1=CC2=NC(=O)/C(=C/c3coc4ccc(Cl)cc4c3=O)C(=N)N2O1 was read as STEP block -5, CSN deneddyl inh 11, DNMT1 block -1, Tb MetRS inh -0.3, SUMO1-SIM PPI -34, Scp1 inh -11, LMPTP block -1.8, PABP1 MLLE inh 190 and NadD block 0.
Screening Cc1ccc(C23CC4CC(CC(C(=O)NC(C(=O)O)C(C)C)(C4)C2)C3)cc1 (stereo not drawn) returned STEP block 0, CSN deneddyl inh -2, DNMT1 block 1, Tb MetRS inh -0.4, Rpn11 block inactive, SUMO1-SIM PPI 5, Scp1 inh -2, LMPTP block -0.1, PABP1 MLLE inh -4 and NadD block 5.

Screening results deposited in PubChem by several laboratories.
